Screening results as filed in PubChem BioAssay.
GAA inhib – qHTS Assay for Inhibitors of Human alpha-Glucosidase as a Potential Chaperone Treatment of Pompe Disease. Lysosomal alpha-glucosidase (Homo sapiens), P10253. purified human GAA, 4-MU-alpha-glucoside fluorescence. 200,000 compounds, 0.005% hits. Potency, µM (titrated, usually from 76.9 µM), without a hit: at the highest dose activity change, negative = inhibition, hits mostly inhibitors;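 also: plate controls were uninhibited enzyme wells for no effect and no-enzyme background for full effect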
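Fluorogenic assay: 4 nM human alpha-glucosidase with 400 uM 4-methylumbelliferyl-alpha-D-pyranoside in 50 mM citrate/phosphate, 0.005% Tween-20, pH 5.0, 20 min at room temperature. Compounds tested up to 77 uM; AC50 from Hill fits.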
IMPase Li inh – qHTS Assay for Identifying the Cell-Membrane Permeable IMPase Inhibitors: Potentiation with Lithium; 210,000 compounds, 0.35% hits; CHO-M1 cells, IP1 TR-FRET (IP-One), carbachol + lithium; Potency, µM (series often up to 59.4 µM), inactives show top-dose activity, negative = IMPase inhibition, actives largely listed as inhibitors;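 also: IP1 builds up when IMPase is blocked and the TR-FRET signal falls; plate controls were basal vehicle for no effect and high inhibitor control for full effect; nearly all actives have a fitted effect of over 50% in size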
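Concentration–response in CHO-M1 cells, lithium-potentiated; 30 min at 37C. IP1 detected by competitive TR-FRET after 10 min lysis at RT. Hill-fitted AC50.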
GAA spleen mod – qHTS Assay for Inhibitors and Activators of Human alpha-Glucosidase From Spleen Homogenate; Lysosomal alpha-glucosidase (Homo sapiens), P10253; human spleen homogenate, 4-MU-alpha-glucoside fluorescence; Potency, µM (titrated, usually from 79.9 µM), without a hit: at the highest dose activity change, negative = inhibition, usual class: inhibitors; 240,000 compounds, 0.006% hits; AID 2112, 2009;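 also: 0% = enzyme with vehicle and -100% = no enzyme basal signal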
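AC50 values come from Hill-equation fits of concentration-response data, normalized to no-enzyme and full-activity controls. Enzyme source: 1 ug human spleen homogenate; 1 mM fluorogenic 4-MU glucoside, pH 5.0 citrate buffer, 37 C, 40 min.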
HTT cytoprotect – qHTS Multiplex Assay to Identify Dual Action Probes in a Cell Model of Huntington: Cytoprotection (ATP); PC12 HTT-Q103 induced, cytoprotection, ATP luminescence, 40 h; Potency, µM (highest dose often 56.4 µM), inactives show cytoprotection (ATP increase), most hits filed as activators; 230,000 compounds, 0.14% hits; AID 1471, 2008;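 also: % of control where 0% means no effect; nearly all actives have a fitted effect of over 45% in size; toxic huntingtin expression switched on by the ecdysone agonist tebufenozide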
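Compounds were screened for protection of PC12 cells against cell death after tebufenozide induction (100 nM final) of mutant Huntingtin exon 1 (Q103) fused to GFP.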
GAA glycogen – qHTS Assay for Inhibitors and Activators of Human alpha-Glucosidase Cleavage of Glycogen; Lysosomal alpha-glucosidase (Homo sapiens), P10253; recombinant GAA, glycogen substrate, Amplex Red glucose oxidase fluorescence; Potency, µM (series often up to 76.4 µM), without a hit: top-dose activity change, negative = inhibition, actives largely listed as inhibitors; 300,000 compounds, 0.38% hits;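 also: 0% = full enzyme reaction and -100% = no-enzyme basal signal; the screen sought inhibitors and activators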
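Natural-substrate format: glycogen cleavage by 4 nM human enzyme, glucose read by Amplex Red coupling (Ex 573, Em 610 nm). Normalized to enzyme and no-enzyme controls.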
HTT aggregate – qHTS Multiplex Assay to Identify Dual Action Probes in a Cell Model of Huntington: Aggregate Formation (GFP). PC12 HttQ103-GFP aggregates, Acumen cytometry, 40 h. Potency, µM (series often up to 46.1 µM), for inactives: at the top dose activity change, negative = inhibition, actives largely listed as inhibitors. 220,000 compounds, 1.1% hits. AID 1688, 2009; also: % is scaled to controls: 0 for no effect and ±100 for the full control effect; nearly all actives have a fitted effect of over 60% in size
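Aggregate formation scored by laser-scanning cytometer (488 excitation, 500–530 emission) in lysed PC12 cells expressing Q103-GFP after 100 nM tebufenozide induction; library tested in dose series, with ATPLite reagent added in the multiplex.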
RGS12 GoLoco inh – qHTS Assay for Inhibitors of RGS12 GoLoco Motif Activity (Red Fluorophore). 230,000 compounds, 0.44% hits. Gai1:RGS12 GoLoco peptide FP, rhodamine, 10 min. Potency, µM (top dose mostly 61.6 µM), for the others: at the highest dose activity, negative = inhibition, hits mostly inhibitors. AID 880, 2007; active = well fitted inhibition curve with a large enough effect, not every such curve was filed as active; inactive = no such curve, though single readings can be large or run the other way; also: % is scaled to controls: 0 for no effect and ±100 for the full control effect; nearly all actives have a fitted effect of over 30% in size; many of its hits are not listed in these tables
Target sequence (P63096 whole entry, looked up): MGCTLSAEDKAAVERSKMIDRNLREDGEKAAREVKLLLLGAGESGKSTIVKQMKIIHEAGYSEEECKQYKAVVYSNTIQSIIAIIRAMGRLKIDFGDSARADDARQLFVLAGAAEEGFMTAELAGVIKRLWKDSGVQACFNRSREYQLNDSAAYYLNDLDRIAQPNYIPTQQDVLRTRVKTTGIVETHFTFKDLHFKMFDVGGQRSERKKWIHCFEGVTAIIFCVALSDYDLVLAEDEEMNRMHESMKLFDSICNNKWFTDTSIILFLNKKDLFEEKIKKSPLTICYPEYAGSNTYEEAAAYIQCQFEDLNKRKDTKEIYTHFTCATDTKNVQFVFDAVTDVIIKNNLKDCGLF
An asterisk follows results filed as active; ? = inconclusive; . = not tested or not shown; [ ] = another dose, or the depositor's remark. Unless noted, calls follow the shape of the dose curve; as a rule, active = well fitted curve in the direction sought with a large enough effect; inconclusive = small, poorly fitted or top-dose-only effect, or another doubt; inactive = no such curve, though single readings can be large; an effect the other way counts as inactive or inconclusive. Potency is read from the fitted curve at half-maximal effect.

SMILES | GAA inhib | IMPase Li inh | GAA spleen mod | HTT cytoprotect | GAA glycogen | HTT aggregate | RGS12 GoLoco inh
O=C(Nc1cc(C(F)(F)F)ccc1Cl)C(NCc1ccccc1)c1ccccc1 (stereo not drawn) | -5% | 4% | 2% | . | 2% | -16% | 0%
Brc1ccc(Nc2c3c(nc4ncnn24)CCC3)cc1 | 2% | 3% | -5% | -10%[10 µM] | 5% | -21% | 9%
CCOc1ccc(C2c3[nH]c4ccccc4c3CCN2Cc2cn(CC)nc2C)cc1 (stereo not drawn) | -15% | 21% | 1% | -53% | 6% | -9% | 5%
Cc1ccc(C2CC(C(F)(F)F)n3nc(C(=O)NCCN4CCOCC4)cc3N2)cc1 (stereo not drawn) | 9% | -7%[38.3 µM] | -4% | -18% | -4% | 6% | 93%[activator]
CC1(CCc2ccccc2)NC(=O)N(CC(=O)Nc2ccccc2)C1=O (stereo not drawn) | . | . | 1% | 22%[10 µM] | -4% | -2%[9.22 µM] | 2%
Cc1ccc(C(=O)NCCOC23CC4CC(CC(C4)C2)C3)cc1 | 3% | 18%[38.3 µM] | 4% | -18% | 2% | ? | 6%
N#Cc1c(/N=C/c2ccc(Br)s2)sc2c1CCC2 | 4% | 1% | -17% | 33%[10 µM] | -15% | 10% | 4%
CN1C(=O)C(O)(CC(=O)/C=C\c2ccc3c(c2)OCO3)c2ccccc21 (stereo not drawn) | 12% | 19% | 0% | 2%[10 µM] | -12% | -2%[9.22 µM] | 22%
O=C1C2CCCN2C(c2cccs2)N1c1ccc(Cl)cc1 (stereo not drawn) | 10% | . | -2% | 19% | 4% | 0% | .
C=CCNC(=S)NNC(=O)COc1ccc2cc(Br)ccc2c1 | 1% | -1% | 2% | . | -27% | . | -3%
O=C(CSc1nnnn1-c1ccccc1)Nc1ncc(Cc2cc(Cl)ccc2Cl)s1 | 1% | -7%[38.3 µM] | 0% | -45%[inhibitor] | -5% | ? | -6%
CC(=O)/C(=C/c1ccc(N(C)C)cc1)C(=O)c1ccccc1 | ? | -4% | -3% | . | 8% | 8% | 28%
Cc1ccsc1C(=O)OCC(=O)NCc1ccc2c(c1)OCO2 | -3% | -2%[38.3 µM] | -8% | -19%[10 µM] | 6% | 2% | 3%
CN(C)c1nc(NCc2ccccc2)nc(SCC(=O)Nc2ccc(Cl)c(Cl)c2)n1 | -7% | 7%[38.3 µM] | -3% | -48%[inhibitor] | -5% | -21% | 9%
CC(=O)N1CCN(C(=S)NC(=O)c2c(-c3ccccc3Cl)noc2C)CC1 | -4% | 0% | 4% | -25% | -16% | 7% | 6%
CNC1=C([N+](=O)[O-])CC([N+](=O)[O-])=C(N2CCNCC2)N1C | 6% | 6% | -17% | 1% | 1% | 6% | -11%
Cc1cc2nc(CO)[nH]c2cc1C | . | . | 2% | 19%[10 µM] | 1% | -28%[9.22 µM] | -8%
CN(c1ccc(S(=O)(=O)N2CCOCC2)cn1)C1CCCCC1 | -11% | -2%[38.3 µM] | 1% | -28% | -16% | -5% | -2%
Cc1ccccc1C(=O)O/N=C(\N)c1cccc([N+](=O)[O-])c1 | -12% | 19%[38.3 µM] | -7% | -8% | 3% | 10% | 10%
CCOC(=O)COc1cccc2c(=O)n(CC(N)=O)ccc12 | . | . | -4% | -13%[10 µM] | 4% | -9%[9.22 µM] | -6%
Fc1ccccc1/C=C1\CCCC2=C1Nc1ncnn1C2c1ccccc1F (stereo not drawn) | -6% | 13%[38.3 µM] | -8% | -122%[inhibitor] | 3% | ? | 1%
COc1cc2c(cc1Cl)C(=O)C(F)(c1ccccc1)C(=O)N2 (stereo not drawn) | . | . | 3% | 7%[10 µM] | -6% | -13%[9.22 µM] | 5%
COc1ccc(CCNC(=O)CSc2nnnn2-c2ccccc2OC)cc1OC | 2% | 25%[38.3 µM] | -2% | -15% | 1% | -7% | 1%
CCOC(=O)c1c(NC(=S)NCCc2ccccc2)sc2c1CC(C(C)C)OC2 (stereo not drawn) | -14% | -6% | -5% | 4%[10 µM] | 1% | -13% | 0%
Cc1c(-c2ccccc2)[n+](=O)c2c(n1[O-])CCC2 | 3% | 5% | -4% | 1%[10 µM] | 1% | 9% | 4%
CC(=O)NC(Cc1ccccc1)C(=O)NC1CCN(C(=O)c2ccc([N+](=O)[O-])cc2)CC1 (stereo not drawn) | -1% | 2% | 2% | -3%[10 µM] | 2% | -3% | 1%
COCCn1c(N)c(C(=S)NC(=O)c2cccs2)c(=O)[nH]c1=O | . | . | -1% | 19%[10 µM] | -10% | 18%[9.22 µM] | 45%[activator]
O=C1NC2(CCCCC2)N=C1c1ccc(Br)cc1 | -7% | 25%[38.3 µM] | -5% | -20% | 1% | -7% | 7%
Cc1cccc(C(=O)Nc2cccc(C(=O)N/N=C/c3ccncc3)c2)c1 | -3% | 2% | 1% | 9%[10 µM] | -4% | 5% | 2%
CCOC(=O)c1c(C)n(-c2ccc(C)cc2)c2ccc(OCC(O)CNCCCO)cc12 (stereo not drawn) | -8% | -1% | 0% | -45%[inhibitor] | 2% | -21% | 10%
CCOC(=O)/C(C#N)=C/N=c1ccc(C)cn1C | -4%[15.4 µM] | . | -15% | 13%[10 µM] | 6% | 14%[9.22 µM] | -13%
CN(C)Cc1nc2ccccc2c(=O)n1CC#N | -5% | 2% | -6% | -10% | -23% | -22% | 12%
CCOC(=O)/C(N)=C/c1ncc(C(F)(F)F)cc1Cl | 4% | 0% | -9% | -13%[10 µM] | -1% | 19% | 5%
COC(=O)c1ccc(NC(=S)NC2CC(C)(C)NC(C)(C)C2)cc1 | 1% | -12% | -5% | 8%[10 µM] | -1% | 7% | -5%
O=C(c1nn(-c2ccccc2)c(=O)c2ccccc12)N1CCN(c2ccccn2)CC1 | 2% | 5%[38.3 µM] | -12% | -10% | 5% | 10% | -5%
Cc1ccc(-c2nnn(CC(=O)N(CC(=O)NC3CCCC3)c3ccc(F)c(Cl)c3)n2)o1 | -5% | 7% | 0% | 5%[1.9 µM] | 2% | -9% | 3%
O=C(COC(=O)c1cccc(F)c1)Nc1cccnc1Cl | -8% | -2% | 4% | -5% | -2% | 8% | 6%
CC(=O)Nc1ccc(S(=O)(=O)NCc2cn3c(C)csc3n2)cc1 | -1% | 3% | -7% | 0%[1.9 µM] | 1% | -26% | 0%
CCOc1ccc(N(C(=O)/C=C/C(=O)Nc2cc(C)on2)C(C(=O)NC2CCCC2)c2ccccc2C)cc1 (stereo not drawn) | ? | 11%[38.3 µM] | -6% | 28% | 7% | -13% | 1%
CC(=O)C1=NN(c2ccc(Cl)cc2)C(c2ccc3c(c2)OCO3)N(C(C)=O)N1C (stereo not drawn) | ? | . | 0% | 10%[10 µM] | -5% | -5%[9.22 µM] | 11%
CCOC(=O)N1CCC(NC(=O)c2cc3c(C)nc4ccccc4c3o2)CC1 | 0% | -15%[38.3 µM] | 5% | -17% | 3% | -4% | 12%
COC(=O)c1cccc(NC(=O)c2ccc3c(c2)C(=O)N(CC2CCCO2)C3=O)c1 (stereo not drawn) | -13% | 18%[38.3 µM] | -3% | 1% | -1% | 7% | 15%
CC1=C(C(=O)OCc2ccccc2)C(c2ccsc2)C(C#N)=C(N)O1 (stereo not drawn) | -2% | 2% | -3% | 29%[10 µM] | -15% | 7% | 13%
C/C(=N\NC(=O)C1(C)CC1(Br)Br)c1ccc(NC(=O)C2CCC2)cc1 (stereo not drawn) | -6% | 2% | -15% | . | 6% | -3% | 5%
CCOC(=O)c1[nH]c(Cc2[nH]c(C(=O)OCC)c(C)c2CCC(=O)OC)c(CCC(=O)OC)c1C | ? | 11%[38.3 µM] | 0% | -17%[10 µM] | 27% | -5% | -4%

At a glance, some entries already given.
SMILES | GAA inhib | IMPase Li inh | GAA spleen mod | HTT cytoprotect | GAA glycogen | HTT aggregate | RGS12 GoLoco inh
CC(=O)Nc1ccc(S(=O)(=O)NCc2cn3c(C)csc3n2)cc1 | -1% | 3% | -7% | 0%[1.9 µM] | 1% | -26% | 0%
CCOc1ccc(N(C(=O)/C=C/C(=O)Nc2cc(C)on2)C(C(=O)NC2CCCC2)c2ccccc2C)cc1 (stereo not drawn) | ? | 11%[38.3 µM] | -6% | 28% | 7% | -13% | 1%
CC(=O)C1=NN(c2ccc(Cl)cc2)C(c2ccc3c(c2)OCO3)N(C(C)=O)N1C (stereo not drawn) | ? | . | 0% | 10%[10 µM] | -5% | -5%[9.22 µM] | 11%
CCOC(=O)N1CCC(NC(=O)c2cc3c(C)nc4ccccc4c3o2)CC1 | 0% | -15%[38.3 µM] | 5% | -17% | 3% | -4% | 12%
COC(=O)c1cccc(NC(=O)c2ccc3c(c2)C(=O)N(CC2CCCO2)C3=O)c1 (stereo not drawn) | -13% | 18%[38.3 µM] | -3% | 1% | -1% | 7% | 15%
CC1=C(C(=O)OCc2ccccc2)C(c2ccsc2)C(C#N)=C(N)O1 (stereo not drawn) | -2% | 2% | -3% | 29%[10 µM] | -15% | 7% | 13%

Further records follow:
SMILES | GAA inhib | IMPase Li inh | GAA spleen mod | HTT cytoprotect | GAA glycogen | HTT aggregate | RGS12 GoLoco inh
COc1ccc(C(=O)N2CCC[C@@]3(CCN(Cc4ccncc4)C3)C2)cc1 | . | 21% | 5% | ? | . | . | -5%
COc1ccc(/C=N/NC(=O)c2ccncc2)cc1COc1ccc(NC(C)=O)cc1 | 1%[15.4 µM] | . | 6% | 8%[10 µM] | -2% | 7%[9.22 µM] | 9%
O=C(O)CCC(=O)NNC(=O)CCC(=O)NCc1ccccc1 | -4% | 2%[38.3 µM] | -3% | -6% | 17% | -3% | 8%
CC(C)(C)n1nnnc1C(c1cccnc1)N(Cc1ccccc1)Cc1ccco1 (stereo not drawn) | -6% | 11%[38.3 µM] | 0% | -32% | -3% | 16% | 6%
COc1ccc(NC(=S)Nc2ccccc2OC)c(OC)c1 | 10% | 2% | -4% | 19% | ? | -6%[9.22 µM] | 3%
CC1=CSC2=NS(=O)(=O)CCN12 | . | . | 2% | 1%[10 µM] | 11% | 12%[9.22 µM] | 8%
NCCCCNS(=O)(=O)c1cccc2c(Cl)cccc12 | . | 3% | -8% | -8%[1.9 µM] | . | . | 4%
CCn1nc(NC(=O)c2cccnc2)c2cc3cccc(C)c3nc21 | 1% | -20%[38.3 µM] | -27% | -17% | 0% | -14% | 34%[activator]
O=C(COc1ccc(F)cc1)N1CCc2ccccc2C1 | 8% | -1% | -1% | -17%[10 µM] | -16% | 15%[9.22 µM] | 11%

Only part of the results is shown (hit frequency here may not be typical).
